NPC1 promoter act = activators of NPC1 promoter | Potency, µM (series often up to 9.22 µM), for the others: top-dose activation, usual class: activators | hit rate 2.4% among 320,000 | Huh7 NPC1 promoter luciferase reporter, 24 h;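 further: potency means the concentration at half of the fitted maximal effect; % of control where 0% means no effect; nearly all actives have a fitted effect of over 60% in size; reporter is driven by a mutant NPC1 promoter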
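Quantitative HTS used a cell-based reporter: Huh7 cells stably bearing the NPC1 promoter upstream of luciferase were treated with compounds for 24 h, and promoter activation was read as luminescence.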
Giardia kill = kills Giardia lamblia. Giardia lamblia trophozoite viability. activity change, % at 7.66 µM, hits read low. hit rate 0.15% among 340,000; in the data active means activity change below about -80%; inconclusive means between about -30% and that limit;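 further: parasites exposed to compound for two days anaerobically before the ATP read; on the % scale 0 is the no-effect control and ±100 the full control effect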
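Giardia trophozoites, 100 cells per well, were exposed to compounds for 48 hrs at 37 deg C under anaerobic conditions; viability was then read as ATP content by bioluminescence after 15-30 min at room temperature.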
Rab9 prom act = Rab9 promoter activation; Huh7 Rab9 promoter-luciferase reporter, luminescence, 24 h; Potency, µM (highest dose often 9.22 µM), inactives show at the highest dose activation, negative = inhibition, most hits filed as activators; hit rate 2.8% among 320,000; AID 485297; further: potency means the concentration at half of the fitted maximal effect; % of control where 0% means no effect; nearly all actives have a fitted effect of over 60% in size
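Cells were plated at 1500 per well in reduced-serum medium with 10% FBS and left 2 h. Compound in DMSO was then added for 24 h at 37 °C. Reporter signal was read by luminescence after 10 min with luciferase detection reagent.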
BRCA1 expr up = BRCA1 expression activation | MCF7-BRCA1-FFLuc reporter, luminescence, 48 h; response scale: scaled: vehicle 0%, 10 µM genistein 100% | Potency, µM (doses to about 46.1 µM), without a hit: top-dose activation, usual class: activators | hit rate 1.1% among 380,000 | AID 624202; further: potency means the concentration at half of the fitted maximal effect; nearly all actives have a fitted effect of over 80% in size; some results filed as inactive show a strong effect at the top dose
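First, MCF7-BRCA1-FFLuc cells (2000/well) attach for 2 h; next, compounds are pin-added and incubated 48 h at 37 °C; finally, luciferase reagent is added and luminescence read after 15 min.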
ELG1 genotox = inducers of genotoxicity in HEK293T ELG1-luciferase cells; HEK293T ELG1-luciferase reporter, luminescence, 16 h; Potency, µM (titrated, usually from 46 µM), for inactives: at the highest dose activity change, positive = activation, most hits filed as activators; hit rate 1.3% among 330,000; further: potency means the concentration at half of the fitted maximal effect; % of control where 0% means no effect; nearly all actives have a fitted effect of over 60% in size
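Screening used a luciferase reporter fused to human ELG1 in HEK293T cells. Luminescence was read on a CCD plate imager after 16 hr exposure and 30 min ONE-Glo incubation.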
RORgamma inh = ROR gamma (mouse) transcription inhibition; Drosophila S2 Gal4-RORgamma UAS-luciferase reporter, 20 h; Potency, µM (highest dose often 53.6 µM), inactives show top-dose activity change, negative = inhibition, most hits filed as inhibitors; hit rate 5.4% among 310,000; AID 2551; further: potency means the concentration at half of the fitted maximal effect; on the % scale 0 is the no-effect control and ±100 the full control effect; nearly all actives have a fitted effect of over 60% in size
Target sequence (P51450 whole entry, looked up, the tested form may be a part): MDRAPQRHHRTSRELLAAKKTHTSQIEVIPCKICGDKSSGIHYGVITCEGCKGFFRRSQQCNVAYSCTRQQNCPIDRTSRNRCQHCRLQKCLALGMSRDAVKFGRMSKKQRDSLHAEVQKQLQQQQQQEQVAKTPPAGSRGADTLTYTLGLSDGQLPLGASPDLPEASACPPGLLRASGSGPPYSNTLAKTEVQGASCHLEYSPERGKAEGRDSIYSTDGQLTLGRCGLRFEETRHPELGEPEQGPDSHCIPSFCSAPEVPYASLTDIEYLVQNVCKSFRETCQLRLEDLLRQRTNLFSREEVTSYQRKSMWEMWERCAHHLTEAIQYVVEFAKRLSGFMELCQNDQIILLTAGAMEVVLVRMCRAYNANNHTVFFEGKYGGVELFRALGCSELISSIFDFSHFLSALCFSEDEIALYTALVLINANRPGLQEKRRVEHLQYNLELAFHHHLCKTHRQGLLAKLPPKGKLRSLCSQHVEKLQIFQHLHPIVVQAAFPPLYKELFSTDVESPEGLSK
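Using a luciferase readout, inhibitors were identified by reduced reporter activity in Drosophila cells coexpressing a copper-inducible Gal4–ROR gamma fusion and UAS-driven Photinus luciferase, incubated 20 hr after 700 uM copper sulfate.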
PKM2 act = activators of human pyruvate kinase M2. P14618. purified PKM2, Kinase-Glo ATP luminescence, activation; response scale: 0% is enzyme alone, no compound. Potency, µM (doses to about 57.5 µM), for the others: top-dose activation, usual class: activators. hit rate 0.34% among 260,000; further: potency means the concentration at half of the fitted maximal effect; on the % scale 0 is the no-effect control and ±100 the full control effect; nearly all actives have a fitted effect of over 55% in size
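Purified hPK-M2 (>95%) run at intermediate activity with 0.1 mM ADP and 0.5 mM PEP in 50 mM imidazole pH 7.2, KCl, MgCl2; 1 h room temperature. ATP formed read by Kinase-Glo luminescence; normalized to uninhibited and no-enzyme controls.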
FLuc counter = inhibits or activates purified firefly luciferase, miR-21 counter-screen; Potency, µM (doses to about 57.5 µM), for the others: top-dose activity change, negative = inhibition, hits mostly inhibitors; hit rate 6.9% among 360,000; AID 588342; purified FLuc, Km substrates, luminescence inhibition;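 further: potency means the concentration at half of the fitted maximal effect; plate controls were vehicle for no effect and reference inhibitor for full effect; nearly all actives have a fitted effect of over 55% in size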
Target sequence (P08659 whole entry, looked up): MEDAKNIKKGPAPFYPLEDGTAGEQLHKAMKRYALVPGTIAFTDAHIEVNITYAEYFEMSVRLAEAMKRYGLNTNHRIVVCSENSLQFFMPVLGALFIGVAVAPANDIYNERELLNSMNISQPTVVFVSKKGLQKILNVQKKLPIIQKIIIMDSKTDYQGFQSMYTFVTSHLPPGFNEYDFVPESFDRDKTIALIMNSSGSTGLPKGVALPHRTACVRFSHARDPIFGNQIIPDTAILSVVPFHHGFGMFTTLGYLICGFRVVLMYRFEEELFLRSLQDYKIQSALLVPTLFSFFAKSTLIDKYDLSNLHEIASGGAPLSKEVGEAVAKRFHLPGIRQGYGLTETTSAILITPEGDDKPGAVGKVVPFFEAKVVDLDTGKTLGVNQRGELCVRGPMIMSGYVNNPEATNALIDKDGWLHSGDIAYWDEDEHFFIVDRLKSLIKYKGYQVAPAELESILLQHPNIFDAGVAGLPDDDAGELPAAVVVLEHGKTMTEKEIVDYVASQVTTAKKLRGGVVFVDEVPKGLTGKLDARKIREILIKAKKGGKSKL
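Biochemical qHTS of compounds, final roughly 60 µM downward over six points, against 10 nM purified firefly luciferase using Km concentrations of substrates (10 uM D-luciferin, 10 uM ATP) in Tris acetate pH 7.5 buffer; luminescence output.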
VP16 counter = counter-screen for ROR gamma inhibitors: Gal4-VP16 reporter | Drosophila S2 Gal4-VP16 UAS-luciferase, luminescence, 20 h | hit rate 3.5% among 310,000 | Potency, µM (titrated, usually from 53.6 µM), for inactives: top-dose activity, negative = inhibition, usual class: inhibitors;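 further: Gal4-VP16 expression switched on by copper sulfate through the metallothionein promoter; potency means the concentration at half of the fitted maximal effect; on the % scale 0 is the no-effect control and ±100 the full control effect; nearly all actives have a fitted effect of over 50% in size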
p53 reactivator = mutant p53 re-activation in reporter cells | H1299 p53-A138V BP100-luciferase reporter, luminescence, 24 h | Potency, µM (doses to about 92.2 µM), without a hit: at the top dose activity change, positive = activation, hits mostly activators | hit rate 0.063% among 320,000 | AID 504706; further: potency means the concentration at half of the fitted maximal effect; % of control where 0% means no effect; nearly all actives have a fitted effect of over 45% in size
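p53-null H1299 cells stably carrying temperature-sensitive p53-A138V and a BP100-luciferase reporter were pinned with compounds (4-point, 1:5 series) and held 24 hrs at 37 deg C. Luminescence was read 10 min after detection reagent.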
Menin-MLL TR inh = menin-MLL binding inhibition, Texas Red mutant peptide; O00255; Menin + Texas Red MLL mutant peptide, fluorescence polarization; Potency, µM (top dose mostly 61.6 µM), inactives show at the highest dose FP activity change, negative = inhibition, usual class: inhibitors; hit rate 0.23% among 270,000; AID 1768; active means well fitted inhibition curve with a large enough effect in the polarisation, with a control signal flat, not every such curve was filed as active; inconclusive means small, poorly fitted or top-dose-only effect, or effect the other way, or a change in a side signal; inactive means no such curve, though single readings can be large or run the other way; the % refers to the polarisation; further: potency means the concentration at half of the fitted maximal effect; % of control where 0% means no effect; many of its hits are not listed in these tables
Active calls of the source: *; ? = inconclusive; · = no result given; & = joins results of further samples; [ ] = dose if it differs, or a comment. Unless noted, the call rests on the fitted dose curve; in most records, active means well fitted curve in the direction sought with a large enough effect; inconclusive means small, poorly fitted or top-dose-only effect, or another doubt; inactive means no such curve, though single readings can be large; an effect the other way counts as inactive or inconclusive. The list is partial; the hit share may differ from the screen's.

SMILES	NPC1 promoter act	Giardia kill	Rab9 prom act	BRCA1 expr up	ELG1 genotox	RORgamma inh	PKM2 act	FLuc counter	VP16 counter	p53 reactivator	Menin-MLL TR inh
CCC1CCCCN1C(=O)Nc1cccc(NC(=O)N2CCCCC2CC)c1 (centres undefined)	0%	-5	1%	-1%	-3%	-16%	-6%	-8%	-15%	-1%	-11%
O=S(=O)(NCC1CCCO1)c1ccc(Br)cc1 (centres undefined)	-3%	-2	1%	-1%	-1%	-20%	-5%[11.5 µM]	1%	3%	0%	-4%
COc1cccc(NC(=O)CN(C)C(=O)CNC(=O)c2ccc3ccccc3c2)c1	15%	-3	18%	48%	?	·	·	?	·	9%	·
COc1ccc(OC)c(-c2nc(CN3CCN(C(=O)c4ccco4)CC3)c(C)o2)c1	-21%	-22	0%	-14%	2%	-17%	·	2%	3%	-3%	·
COc1cccc(S(=O)(=O)NCc2ccc(C(=O)N3CCN(c4ccccc4)CC3)cc2)c1	-3%	-17	-4%	2%	-15%	?	-7%	0%	3%	-6%	·
COc1ccc(-c2cn3cccc(C)c3n2)cc1Br	3.5µM*	-24	2.8µM*	3.5µM*	?	-25%	-11%	2.4µM*	-8%	?	7%
O=C(Cn1c(=O)sc2ccccc21)OC(CCl)CCl	0%	20	-5%	-3%	0%	?	-17%	-12%	-12%	-5%	-6%
COc1ccc(NC(=O)C(=O)NCCN2CCN(C(=O)c3ccc(C(C)(C)C)cc3)CC2)cc1	-4%	-7	-8%	-6%	-3%	20%	2%	0%	-4%	14%	-18%
CC1COC(C)(CC(=O)NN2C(=O)c3ccccc3C2=O)O1 (centres undefined)	0%	-9	-1%	-15%	0%	0%	-1%	-1%	-1%	-1%	-3%
Cc1cc(C(=O)N/N=C/c2cccc([N+](=O)[O-])c2)c(C)o1	18%	-10	27%	83%	12%	-2%	0%	?	-4%	3%	·
C/C(=N\NC(=O)c1nnn(-c2nonc2N)c1-c1ccccc1)c1ccco1	1%	-23	7%	27%	5%	20%	·	-1%	3%	-6%	·
Cc1cc(C)n2cc(CSc3nc4ccccc4s3)nc2n1	?	23	3.5µM*	?	?	-29%	15%	21µM*	?	?	1%
COc1ccc(NC(=O)CN(C)C(=O)c2c(-c3c(F)cccc3Cl)noc2C)cc1	1%	-4	3%	-31%	-1%	·	·	-2%	·	-3%	·
O=C(Nn1cnc2ccccc2c1=O)c1ccc([N+](=O)[O-])cc1	-6%	18	-5%	35%	3%	24%	1%	-18%	-19%	-1%	-1%
Cc1ccc(NC(=O)Cc2ccc3c(c2)CCCC3)cc1C	-2%	3	-5%	-1%	-3%	26%	-7%	-17%	-2%	13%	2%
CCc1ccccc1N(CC(=O)NC(C)(C)CC)C(=O)CCC(=O)Nc1nccs1	1%	-8	0%	-21%	-5%	?	0%[11.5 µM]	2%	4%	·	-10%
Cc1cc(C)n2nc(C(=O)Nc3ccc4c(c3)OCCO4)nc2n1	?	?	?	33%	?	·	·	·	·	?	·
C=CCNC(=S)NNC(=O)c1ccncc1	1%	10	-1%	19%	0%	10µM*	3%	6%	-25%	1%	9%
Cc1c(C(=O)N2CCC(C(N)=O)CC2)oc2ccc(Br)cc12	?	-24	?	114%	?	·	·	?	·	9%	·
COc1ccc(-c2[nH]c(-c3ccccc3)nc2SCC(=O)NC2CCCC2)cc1	0%	6	-5%	-40%	1%	43%	0%	-4%&2%	15%	-3%	10%
COc1ccccc1CN1C(=O)CN(C2CCCCCC2)C(=O)C1c1ccc(F)cc1 (centres undefined)	-8%	1	-25%	-25%	-3%	23%	-1%	5%&8%	1%	13%	-16%
Cc1cccc(C)c1NC(=O)CN(C)C(=O)c1ccc(-c2cccc(C(F)(F)F)c2)o1	6%	11	-1%	-35%	1%	·	·	-12%	·	-6%	·
CC1CCCCN1C(=O)c1ccccc1OC1CCN(S(C)(=O)=O)CC1 (centres undefined)	-3%	-6	-8%	-9%	-4%	8%	6%	-1%	-9%	1%	-3%
O=C1c2ccccc2-c2nccnc21	-2%	-8	4%	-11%	-6%	-28%	-1%	-6%	-14%	17%	14%
N#CC(C#N)=C(N)CSc1cccc[n+]1[O-]	-3%	13	-4%	0%	0%	-1%	-6%	-1%	-2%	5%	-4%

Next section:
SMILES	NPC1 promoter act	Giardia kill	Rab9 prom act	BRCA1 expr up	ELG1 genotox	RORgamma inh	PKM2 act	FLuc counter	VP16 counter	p53 reactivator	Menin-MLL TR inh
CC(C)c1ccc(NC(=O)c2ccc(NS(C)(=O)=O)cc2)cc1	1%	-8	2%	25%	0%	?	-3%	6.7µM*	2%	0%	-8%
CC1=C(C(=O)OCC2CCCO2)C(c2ccc(C)cc2)C2=C(CCCC2=O)N1 (centres undefined)	-3%	-6	-2%	-2%	10%	-6%	-1%	-5%	5%	-3%	-3%
COC(=O)c1ccccc1NC(=S)NC(=O)COc1ccc(C(C)C)cc1	-3%	-9	2%	11%	2%	11µM*	3%	-1%	?	1%	1%
O=S(=O)(NCc1cccs1)c1ccc(Br)cc1	1%	0	1%	-1%	-6%	?	-1%	1%	-1%	1%	2%
COc1ccc(CCNC(=S)Nc2ccc(OC)cc2)cc1	2%	8	-2%	8%	1%	3.5µM*	-13%	-2%	10µM*	12%	10%
NC(=O)c1cc([N+](=O)[O-])ccc1NCC1CCCCC1	15%	27	17%	5%	9%	·	·	-14%	·	?	·
CC1(C)CCN2CCC(C)(C)c3c(O)ccc1c32	0%	-10	-1%	-78%[inhibitor]	-14%	?	1%[11.5 µM]	-1%	?	·	?
O=C(O)c1nnn(-c2ccc([N+](=O)[O-])cc2)c1-c1ccccc1	-5%	13	2%	11%	-2%	-10%	2%	-1%	-15%	3%	·
COc1ccc(NC(=O)c2cc3ccc(O)cc3o/c2=N\O)cc1	?	?	28%	?	?	0.063µM*	-1%	0.27µM*	0.1µM*	-4%	?
Cc1cnc(CN(C)C(=O)C2CCC(=O)N(CCc3ccccc3)C2)[nH]1 (centres undefined)	-2%	2	-1%	-11%	0%	-12%	·	0%	-4%	-3%	·
COc1ccc(CN2CCN(C(=O)CCC(=O)Nc3nnc(C4CCCCC4)s3)CC2)cc1F	-20%	-6	-24%	5%	-7%	34%	·	-8%	-22%	-5%	·
COc1ccccc1NC(=O)c1ccc(-c2nn(C)c(=O)c3ccccc23)cc1	-9%	?	-9%	-33%	-5%	-19%	3%	-10%	4%	-4%	1%
Cc1ccccc1NC(=O)CCc1c(C)nn(-c2ccc(N3CCCCC3)nn2)c1C	16%	4	19%	?	2%[9.26 µM]	-19%	·	?	8%	8%	-20%
COC(=O)c1ccc(C(C(=O)NCc2ccccc2)N(Cc2cccs2)C(=O)c2cnccn2)cc1 (centres undefined)	1%	-19	-6%	-4%	-4%	2%	6%	-1%	-9%	3%	-5%
Cc1cccc(NC(=O)C2CCCN(S(=O)(=O)c3cccc4nonc34)C2)c1 (centres undefined)	-1%	1	0%	-27%&1%	2%	-20%	1%	0%&0%	-16%	-5%	2%
CCCCNC(=O)C(=O)N/N=C/c1ccc(OCc2ccccc2)cc1	-21%	-8	1%	-2%	-2%	10%	-5%	-1%	17%	-2%	0%
COc1ccc(C(=O)NCCCNC(=O)c2cccnc2)cc1OC	3%	-12	3%	-2%	3%	18%	·	0%	6%	-2%	0%
CN(C)S(=O)(=O)c1cccc(N=C2SCCN2Cc2ccccc2)c1	-3%	-15	-8%	-24%	-9%	27%	-3%	-10%	?	4%	·
COc1cc2[nH]c(=S)nc(NCCC(C)C)c2cc1OC	-5%	-12	-4%	-21%	-9%	4.5µM*	-6%	2%	8.9µM*	0%	2%
Cc1ccc(C)c(C(=O)CN2C(=O)NC3(CCCCCCC3)C2=O)c1	2%	-6	2%	8%	0%	11%	-1%	-3%	-19%	1%	-14%
O=C(c1ccco1)N1CCN(c2ccccc2F)CC1	6%	9	-2%	63%	27%	44%	9%	-10%	9%	10%	·
COCC1CCN(C(=O)C2CCC(=O)N(Cc3ccc(Cl)cc3)C2)CC1 (centres undefined)	-5%	13	5%	-30%	-2%	-4%	-11%	4%	-1%	7%	·
O=C(O)C1CCN(C(=O)c2ccco2)CC1	-5%	-4	0%	2%	0%	14%	1%	-1%	0%	4%	-14%
O=C(Cn1[nH]c(=O)c2ccccc2c1=O)OCC(=O)c1ccc(F)cc1	0%	6	-3%	5%	5%	·	·	-1%	·	7%	·

Structures listed above that bear a hit mark in BRCA1 expr up:
SMILES,NPC1 promoter act,Rab9 prom act,BRCA1 expr up,RORgamma inh,p53 reactivator,Menin-MLL TR inh
COc1ccc(-c2cn3cccc(C)c3n2)cc1Br,3.5µM*,2.8µM*,3.5µM*,-25%,?,7%
